TDP1 cell noCPT: qHTS for Inhibitors of human tyrosyl-DNA phosphodiesterase 1 (TDP1): qHTS in cells in absence of CPT; DT40 Tdp1-/- hTDP1 cells, no CPT, ATP luminescence, 48 h; Potency, µM (titrated, usually from 46.2 µM), for inactives: at the top dose activity change, negative = growth inhibition, most hits filed as inhibitors; 420,000 compounds, 15% hits; further: nearly all actives have a fitted effect of over 55% in size
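Compound effects on proliferation are scored in DT40 Tdp1-/-;hTDP1 cells in the absence of CPT. ATP levels (CellTiter-Glo luminescence) are recorded after a ≥48 hr, 37 °C incubation.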
TDP1 cell CPT: growth inhibition of DT40 Tdp1-/-;hTDP1 cells with camptothecin (screen for TDP1 inhibitors). Potency, µM (titrated, usually from 46.2 µM), without a hit: top-dose activity change, negative = growth inhibition, actives largely listed as inhibitors. 420,000 compounds, 12% hits. chicken DT40 Tdp1-/-;hTDP1 cells + 20 nM CPT, ATP luminescence, 48 h; further: nearly all actives have a fitted effect of over 55% in size
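Chicken DT40 Tdp1-/- cells stably complemented with human TDP1 were seeded at 400 cells/well in medium containing 20 nM camptothecin, exposed to pin-transferred compounds, and grown at 37 °C for at least 48 hr. Viability was read as ATP luminescence.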
GCN5L2 inh: blocks human GCN5L2 histone acetyltransferase; GCN5L2 HAT assay, ThioGlo1 CoA-SH fluorescence; Potency, µM (top dose mostly 58.9 µM), without a hit: at the top dose activity change, negative = inhibition, actives largely listed as inhibitors; 390,000 compounds, 0.21% hits; AID 504327
Target sequence (Q92830 whole entry, looked up): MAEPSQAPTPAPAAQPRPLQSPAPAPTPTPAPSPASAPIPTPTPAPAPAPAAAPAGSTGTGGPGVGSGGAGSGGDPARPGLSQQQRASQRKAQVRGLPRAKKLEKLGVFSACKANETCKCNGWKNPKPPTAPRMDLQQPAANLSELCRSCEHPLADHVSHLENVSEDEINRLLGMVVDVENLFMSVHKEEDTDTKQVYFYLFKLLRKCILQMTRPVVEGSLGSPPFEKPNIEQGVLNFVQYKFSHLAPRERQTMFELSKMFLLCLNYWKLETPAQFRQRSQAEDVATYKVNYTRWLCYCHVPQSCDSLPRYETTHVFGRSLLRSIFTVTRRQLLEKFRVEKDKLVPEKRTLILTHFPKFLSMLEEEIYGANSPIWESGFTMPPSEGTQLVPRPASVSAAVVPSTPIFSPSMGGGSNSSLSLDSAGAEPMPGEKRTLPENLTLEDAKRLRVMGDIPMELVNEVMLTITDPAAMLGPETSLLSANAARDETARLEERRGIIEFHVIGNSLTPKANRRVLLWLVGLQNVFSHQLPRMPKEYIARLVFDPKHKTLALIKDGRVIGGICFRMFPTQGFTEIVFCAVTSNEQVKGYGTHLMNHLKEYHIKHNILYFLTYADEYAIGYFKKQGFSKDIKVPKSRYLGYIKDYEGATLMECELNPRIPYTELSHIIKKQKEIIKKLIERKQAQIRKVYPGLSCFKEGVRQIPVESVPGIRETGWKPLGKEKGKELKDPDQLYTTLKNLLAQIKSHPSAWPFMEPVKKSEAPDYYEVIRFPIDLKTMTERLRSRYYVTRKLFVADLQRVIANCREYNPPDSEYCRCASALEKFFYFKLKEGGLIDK
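GCN5L2 (20nM final) in 50mM HEPES, 0.1mM EDTA pH 7.5, 0.01% Tween-20 was preincubated 15 min at room temperature with compound, then given ThioGlo1 (50uM), H3(1-25) peptide (75uM) and acetyl-CoA (70uM); CoA-thiol fluorescence (Ex340/Em540) was read at 0 and 20 min.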
* hit, by the source's call; ? = inconclusive; · = not tested or not shown; & = joins results of further samples. The call rests on the fitted dose curve; in most records, active means well fitted curve in the direction sought with a large enough effect; inconclusive means small, poorly fitted or top-dose-only effect, or another doubt; inactive means no such curve, though single readings can be large; an effect the other way counts as inactive or inconclusive. On the % scale 0 is the no-effect control and ±100 the full control effect; potency means the concentration at half of the fitted maximal effect. Some of the compounds tested. The share of hits here may be higher or lower than overall.

item	SMILES	TDP1 cell noCPT	TDP1 cell CPT	GCN5L2 inh
1	C/C(=N\NC(=O)c1cc(O)ccc1O)c1cccc(NC(=O)c2cccc(Cl)c2)c1	-13.0%	-17.7%	-26.8%
2	O=C(CSc1nc2c(cnn2-c2ccc(F)cc2)c(=O)[nH]1)N1CCCCCC1	-16.2%	-1.9%	3.0%
3	CC(C)OC(=O)N(C)C[C@@H]1OCc2cnnn2CCCC(=O)N([C@@H](C)CO)C[C@@H]1C	-21.5%	19.9%	·
4	C[C@@H]1C(=O)O[C@H]2CC34[C@H]5C[C@@H](C(C)(C)C)[C@]36[C@@H](OC(=O)[C@@H]6O)O[C@@]4(C(=O)O5)[C@]21O (stereo partly specified)	3.8%	-19.8%	-1.2%
5	c1ccc2c(N3CCCCC3)nc(N3CCCCC3)nc2c1	?	18.4µM*	-2.9%
6	Cc1nn(Cc2ccccc2)c(Cl)c1C(=O)OCc1nnc(-c2ccc(Cl)cc2)o1	-22.4%	-10.7%	-4.7%
7	O=C(c1cnccn1)N1CCC2(CC1)CCN(c1ncccn1)CC2	-9.1%	-5.9%	-3.9%
8	Nc1nc(SCC(=O)Nc2ccc([N+](=O)[O-])cc2)n[nH]1	-5.7%	-1.3%	-7.2%
9	COc1cccc(CN2CCNC(=O)C2CC(=O)NCCn2ccc3ccccc32)c1OC (stereo unspecified)	?	-8.1%	8.1%
10	Cc1cccc(C)c1OCc1nc2ccccc2c(=O)n1/N=C/c1c[nH]c2ccccc12	?	20.6µM*	-9.7%
11	Cc1cccc(N2CCN(C(c3ccccc3)c3nnc(-c4ccccc4F)o3)CC2)c1C (stereo unspecified)	23.1µM*	14.6µM*	-2.1%
12	O=C(C1CCN(Cc2ccc(Cl)cc2)CC1)N1CCN(C(c2ccccc2)c2ccccc2)CC1	11.6µM*	?	-11.6%
13	COc1ccc(NC(=S)N2CCC(N(C)CCN3CCOCC3)CC2)cc1	4.9%	5.9%	2.8%
14	COc1ccc(S(=O)(=O)N2CCC(C(N)=O)(N3CCCCC3)CC2)cc1OC	-17.9%	4.8%	0.7%
15	Cc1cccc(NC(=O)CN(C)CC(=O)NC(c2ccccc2)c2ccccc2)c1C	-10.6%	-21.1%	-6.7%
16	COc1ccccc1/C=C/C(=O)OCc1nc2ccccc2c(=O)[nH]1	-20.8%	3.1%	-10.7%
17	CS(=O)(=O)N1CCC(C(=O)Nc2cccc([N+](=O)[O-])c2)CC1	0.5%	-11.4%	-13.7%
18	O=C1NC(c2ccc(Cl)cc2)Nc2ccccc21 (stereo unspecified)	-20.4%	6.3%	-5.9%
19	CCc1ccc(CNC(=O)c2ccc3c(c2)nc2n3CCC(C)C2)cc1 (stereo unspecified)	?	-28.4%	1.7%
20	CCc1ccc(C(=O)NNc2cc(Cl)cc(Cl)c2)cc1	-27.6%	-23.3%	-2.4%
21	Cc1sc2c(c1C)C(=O)NC(c1ccccc1F)N2 (stereo unspecified)	?	?	-28.5%
22	C=C(C)c1cccc(C(C)(C)NC(=O)N2CCN(c3ccccc3OC)CC2)c1	?	?	-6.8%
23	Cn1c(=O)[nH]c(=O)c2c1nc(Br)n2CCCO	0.1%	-8.5%	-1.7%
24	COC(=O)c1ccc[n+](CCc2c[nH]c3ccccc23)c1	-8.3%	16.4%	·
25	CCn1c(N2CCN(C(=O)NC3CCCCC3)CC2)nc2ccccc21	-23.6%	-14.0%	-6.3%

(cont.)
item	SMILES	TDP1 cell noCPT	TDP1 cell CPT	GCN5L2 inh
26	COC(=O)N1C/C=C\C(c2ccc(OC)cc2)N(Cc2ccc(F)cc2)C(=O)C1 (stereo unspecified)	-7.7%	-18.7%	-3.0%
27	c1ccc2c(CN3CCSCC3)cccc2c1	-25.0%	-27.7%	-4.5%
28	CCOc1ccccc1NC(=O)N1CCN(C)c2ncccc21	?	-22.6%	-2.0%
29	CCCCn1c(N)c(N(CC)C(=O)c2cnc(C)cn2)c(=O)[nH]c1=O	-1.2%	-4.4%	-5.1%
30	c1ccc(CNCC2COc3ccccc3O2)cc1 (stereo unspecified)	-14.6%	-26.9%	-7.6%
31	O=C(NCCN1CCc2ccccc2C1)Nc1ccc([N+](=O)[O-])cc1	23.1µM*	?	-13.0%
32	CCC(C)NC(=S)NNC(=O)c1ccncc1 (stereo unspecified)	4.3%	0.7%	-5.0%
33	Cc1cccc(NC(=O)CNC(=O)CSc2nnc(C(F)(F)F)n2C)c1C	1.4%	-9.4%	-1.0%
34	CCn1c(=O)c(C(=O)NCc2ccc(OC)cc2)c(O)c2ccccc21	23.1µM*	23.1µM*	-1.9%
35	Cc1ccc(CCNC(=O)C2CCCN(S(=O)(=O)c3ccc4c(c3)oc(=O)n4C)C2)cc1 (stereo unspecified)	-26.2%	-25.2%	-1.2%
36	CCOC(=O)c1sc(N)c(C#N)c1CSc1nnc(C2CCCCC2)n1N	-27.7%	?	-4.0%
37	FC(F)(F)c1ccc(N/N=C/c2cccnc2)nc1	?	-23.1%	-5.6%
38	Cc1cccc(NC(=O)NNC(=O)c2c(Cl)c(C)nn2C)c1	-24.8%	-9.9%	-1.1%
39	O=C(NCC(c1ccco1)N1CCCCC1)c1ccc(COc2ccc(Cl)cc2)cc1 (stereo unspecified)	13µM*	20.6µM*	·
40	Cc1ccc(C)c(NC(=O)CSc2nnc(CSc3nc(C)cc(C)n3)n2Cc2ccco2)c1	?	?	-7.2%
41	COc1ccc(CC(=O)NC(C)c2nnc(SCCC(=O)Nc3ccccc3)n2C)cc1 (stereo unspecified)	-11.3%	?	-1.1%
42	O=C(CSc1ncccn1)NC(=O)Nc1ccc2c(c1)OCCO2	-16.6%	-5.8%	-9.6%
43	COc1ccccc1CNC(=O)c1ccc(CS(=O)(=O)c2ccc(C)cc2)o1	-29.3%	?	-2.3%
44	O=C(CCC1CCCC1)N1CCC(N2CCCCCC2)CC1	-2.0%	-12.4%	0.0%
45	COc1ccc(C)cc1NC(=O)c1oc2ccc(S(=O)(=O)N3CCOCC3)cc2c1C	-2.8%	-7.4%	-6.5%
46	Cc1cc(OCCCCCNCCO)ccc1Cl	16.4µM*	14.6µM*	-4.8%
47	COC(=O)[C@@H](Cc1ccccc1)NC(=O)NCCc1ccccc1	-19.1%	0.1%	8.1%
48	CN1C(=O)C2CCCCN2c2ccc(C(=O)NCc3ccccc3Br)cc21 (stereo unspecified)	-21.8%	?	0.0%
49	CCN(CC)S(=O)(=O)c1ccc2c(c1)N(CC(=O)Nc1c(C)cccc1C)C(=O)CO2	-3.2%	2.3%	-6.2%
50	Cc1ccc(CS(=O)Cc2ccc(C(=O)NC3CCCCCC3)o2)cc1 (stereo unspecified)	-8.9%	-28.9%	-3.5%

5 entries out of the list, sorted by SMILES length, falling:
item	SMILES	TDP1 cell noCPT	TDP1 cell CPT	GCN5L2 inh
49	CCN(CC)S(=O)(=O)c1ccc2c(c1)N(CC(=O)Nc1c(C)cccc1C)C(=O)CO2	-3.2%	2.3%	-6.2%
45	COc1ccc(C)cc1NC(=O)c1oc2ccc(S(=O)(=O)N3CCOCC3)cc2c1C	-2.8%	-7.4%	-6.5%
41	COc1ccc(CC(=O)NC(C)c2nnc(SCCC(=O)Nc3ccccc3)n2C)cc1 (stereo unspecified)	-11.3%	?	-1.1%
34	CCn1c(=O)c(C(=O)NCc2ccc(OC)cc2)c(O)c2ccccc21	23.1µM*	23.1µM*	-1.9%
32	CCC(C)NC(=S)NNC(=O)c1ccncc1 (stereo unspecified)	4.3%	0.7%	-5.0%

(next part)
item	SMILES	TDP1 cell noCPT	TDP1 cell CPT	GCN5L2 inh
51	Cc1cc(=O)n2nc(N3CCC(C(=O)NCc4ccc(Cl)cc4)CC3)sc2n1	?	-9.2%&-25.9%	?
52	CCOC(=O)N1CCN(c2c(N3CCC(N4CCCCC4)CC3)c(=O)c2=O)CC1	0.1%	-18.3%	-2.4%
53	CCN(CC)CCNC(=O)Cn1cnc2sc(C)c(S(=O)(=O)N3CCOCC3)c2c1=O	-4.5%	2.4%	2.3%
54	O=C(CSc1nnc(CSc2nc3ccccc3s2)o1)NC1CCCCC1	-12.5%	-5.8%	-6.7%
55	O=C(NCCCc1ccccc1)c1cccc(Br)c1	-25.3%	-11.9%	·
56	O=C(O)COc1ccccc1/C=N/NC(=O)CNC(=O)c1ccc(F)cc1	?	?	0.0%
57	CCn1c(/C=C\c2ccccc2C)nc2ccccc2c1=O	13µM*	23.1µM*	-2.6%
58	CN1C(=O)C2(SCC(=O)N2c2ccc(Cl)cc2)c2ccccc21 (stereo unspecified)	?	-27.7%	4.9%
59	O=C(O)C1CC(=O)N(c2ccc(OCc3ccc(Br)cc3)cc2)C1 (stereo unspecified)	-6.2%	1.9%	-6.0%
60	O=C(Nc1cc(C(F)(F)F)ccc1Cl)c1noc2c1CCCCC2	?	?	-7.8%
61	CCc1ccc(NCCC(=O)c2ccc(Br)cc2)cc1	?	?	-7.1%
62	CSc1nc2cc(C)nn2c(-c2ccccc2Cl)c1C#N	7.2%	4.2%	3.9%
63	Cc1ccc2c(C(=O)CN3CCCC(C)C3)c(C)[nH]c2c1 (stereo unspecified)	-10.2%	22.6%	-7.4%
64	Cc1ccc(S(=O)(=O)NN=C2CC3CCC2(C)C3(C)C)cc1 (stereo unspecified)	?	?	·
65	CN(C)c1cccc(C(=O)OCC(=O)Nc2ccccc2Cl)c1	-20.6%	2.5%	-12.2%
66	COc1ccc(NC(c2ccccc2)c2ccncc2)cc1 (stereo unspecified)	-18.4%	-9.6%	13.3%
67	O=C(Nc1ccccc1C(F)(F)F)c1cc2ccccc2o1	-29.0%	-10.2%	-4.9%
68	O=C(CN1C(=O)c2cccnc2Oc2ccc(Cl)cc21)NC1CCCCC1	-21.5%	?	-1.5%
69	O=C1C=C(c2cccc3c2oc2ccccc23)CCC1	-26.2%	?	·
70	COc1cc(C(=O)CC2(O)C(=O)N(Cc3ccccc3Cl)c3ccccc32)cc(OC)c1OC (stereo unspecified)	5.17µM*	5.8µM*	-16.3%
71	NC(=S)NN=C1CCSCC1	-20.2%	-0.4%	·
72	Cn1cc(C(=O)C(=O)N2CCCC2)c2ccccc21	-12.8%	0.7%	-2.6%

In the list so far, 9 have an aryl thioether with sulfur outside any ring.
item	SMILES	TDP1 cell noCPT	TDP1 cell CPT	GCN5L2 inh
2	O=C(CSc1nc2c(cnn2-c2ccc(F)cc2)c(=O)[nH]1)N1CCCCCC1	-16.2%	-1.9%	3.0%
8	Nc1nc(SCC(=O)Nc2ccc([N+](=O)[O-])cc2)n[nH]1	-5.7%	-1.3%	-7.2%
33	Cc1cccc(NC(=O)CNC(=O)CSc2nnc(C(F)(F)F)n2C)c1C	1.4%	-9.4%	-1.0%
36	CCOC(=O)c1sc(N)c(C#N)c1CSc1nnc(C2CCCCC2)n1N	-27.7%	?	-4.0%
40	Cc1ccc(C)c(NC(=O)CSc2nnc(CSc3nc(C)cc(C)n3)n2Cc2ccco2)c1	?	?	-7.2%
41	COc1ccc(CC(=O)NC(C)c2nnc(SCCC(=O)Nc3ccccc3)n2C)cc1 (stereo unspecified)	-11.3%	?	-1.1%
42	O=C(CSc1ncccn1)NC(=O)Nc1ccc2c(c1)OCCO2	-16.6%	-5.8%	-9.6%
54	O=C(CSc1nnc(CSc2nc3ccccc3s2)o1)NC1CCCCC1	-12.5%	-5.8%	-6.7%
62	CSc1nc2cc(C)nn2c(-c2ccccc2Cl)c1C#N	7.2%	4.2%	3.9%

Bioassay records deposited in PubChem BioAssay by National Center for Advancing Translational Sciences (NCATS).
